KB-V1 MDR tox = kills drug-selected multidrug resistant KB-V1 cells; KB-V1 MDR cells viability, CellTiter-Glo, 72 h; Potency, µM (titrated, usually from 46.1 µM), for the others: at the highest dose activity change, negative = cytotoxicity, most hits filed as cytotoxic; actives 3.4% (n = 400,000); AID 1347076; further: potency means the concentration at half of the fitted maximal effect; on the % scale 0 is the no-effect control and ±100 the full control effect; nearly all actives have a fitted effect of over 60% in size
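Following 72 h at 37 degrees C with compound, KB-V1 cell viability was read by CellTiter-Glo luminescence, medium being phenol-red-free DMEM plus 10% FBS; concentration-response parameters came from normalized, curve-fitted qHTS data.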
HT1080-NT tox = kills 2HG-producing HT-1080-NT fibrosarcoma cells; HT-1080-NT fibrosarcoma viability, CellTiter-Glo ATP luminescence, 48 h; Potency, µM (titrated, usually from 46.1 µM), for the others: top-dose activity, negative = less viability, hits mostly cytotoxic; actives 1.6% (n = 360,000); AID 686970;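 further: NT is the 2HG producing partner of a matched IDH1 knockdown line; potency means the concentration at half of the fitted maximal effect; 0% = DMSO-treated cells and -100% = media-only wells without cells; nearly all actives have a fitted effect of over 55% in size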
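Viability by CellTiter-Glo luminescence after 48 h compound exposure at 37C of HT-1080-NT cells (750/well, RPMI, 5% FBS). % activity scaled between DMSO wells and medium-only wells, then curve-fitted and categorized by curve class.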
HT1080 IDH1KD tx = toxicity to HT-1080 IDH1 knockdown cells (counter line) | HT-1080 IDH1 knockdown viability, ATP luminescence, 48 h | Potency, µM (highest dose often 46.1 µM), inactives show top-dose activity, negative = toxicity, most hits filed as cytotoxic | actives 2% (n = 360,000);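 further: potency means the concentration at half of the fitted maximal effect; 0% = DMSO wells and -100% = cell-free medium wells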
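IDH1KD HT-1080 cells, 750/well, RPMI + 5% FBS; compound pinned after 2 h settling; 48 h, 37 °C; CellTiter-Glo luminescence; % activity normalised to DMSO and no-cell wells; curves fitted, classed by r2 and efficacy.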
MCF10A rerep = induces DNA re-replication in MCF 10a normal breast cells; AID 624296; actives 2.9% (n = 350,000); MCF 10A DNA re-replication, Hoechst nuclear intensity, 48 h; Potency, µM (highest dose often 46.1 µM), inactives show at the highest dose activity, positive = re-replication, hits mostly activators; further: potency means the concentration at half of the fitted maximal effect; % of control where 0% means no effect; nearly all actives have a fitted effect of over 50% in size
KB-3-1 cytotox = KB-3-1 parental cell cytotoxicity; actives 1.4% (n = 400,000); Potency, µM (top dose mostly 46.1 µM), inactives show top-dose activity change, negative = cytotoxic, usual class: cytotoxic; KB-3-1 viability, CellTiter-Glo ATP luminescence, 72 h; AID 1347075; further: potency means the concentration at half of the fitted maximal effect; on the % scale 0 is the no-effect control and ±100 the full control effect; nearly all actives have a fitted effect of over 60% in size
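Using CellTiter-Glo luminescence, growth of non-resistant KB-3-1 adenocarcinoma cells is assessed 72 h after pin-tool compound addition at 37 °C. Normalized responses across the concentration series yield fitted curves.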
DRD3 agonist = agonists of human D3 dopamine receptor; P35462; D3R DiscoveRx beta-arrestin cells, luminescence, 90 min; max activation, %; actives 0.58% (n = 410,000); in the data active means max activation above about 30%; further: 0% is about no effect; mostly tested at two doses, the higher about 12 µM
Target sequence (P35462 whole entry, looked up): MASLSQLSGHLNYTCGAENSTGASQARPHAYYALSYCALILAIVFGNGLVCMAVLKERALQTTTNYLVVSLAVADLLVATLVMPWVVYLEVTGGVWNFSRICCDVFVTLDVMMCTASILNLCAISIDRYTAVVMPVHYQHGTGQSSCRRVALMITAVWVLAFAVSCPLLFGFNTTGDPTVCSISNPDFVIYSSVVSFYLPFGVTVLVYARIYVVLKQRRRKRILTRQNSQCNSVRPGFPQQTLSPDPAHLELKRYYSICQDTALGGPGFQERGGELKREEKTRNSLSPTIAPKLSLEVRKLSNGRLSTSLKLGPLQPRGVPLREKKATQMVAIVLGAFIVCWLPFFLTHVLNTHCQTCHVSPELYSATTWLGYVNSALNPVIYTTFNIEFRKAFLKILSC
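Cells at 1500/well, incubated overnight, then treated with pinned compounds (dopamine as control) for 90 min at 37 degrees C. DiscoveRx reagent added for 30 - 60 minutes at room temperature; luminescence read.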
SW480 rereplic = DNA re-replication induction in SW480 cells; AID 624297; actives 1.8% (n = 340,000); SW480 DNA re-replication, Hoechst DNA content imaging, 48 h; Potency, µM (series often up to 46.1 µM), for the others: at the top dose re-replication activation, most hits filed as activators; further: potency means the concentration at half of the fitted maximal effect; % of control where 0% means no effect; nearly all actives have a fitted effect of over 55% in size
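DNA re-replication was detected as more nuclei of elevated Hoechst intensity after 48 hr exposure to compound (23 nL pinned per well of 250 cells).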
HEK293 tox = cytotoxicity counter-screen for GLP-1 receptor inverse agonists; Potency, µM (series often up to 38.3 µM), for the others: at the highest dose activity change, negative = inhibition, most hits filed as inhibitors; actives 0.13% (n = 410,000); HEK293 cAMP-luciferase reporter cells, luminescence, 24 h;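 further: loss of luciferase light is scored as toxicity; potency means the concentration at half of the fitted maximal effect; on the % scale 0 is the no-effect control and ±100 the full control effect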
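Cells in DMEM/10% Nu serum/1% pen-strep, 1536-well format. Pre-incubated 12 h, dosed with 23 nL compound, incubated a further 24 h. Luciferase detection, 12 min at room temp, luminescence.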
IL-1B inflam inh = inhibitors of inflammasome signaling (IL-1 beta secretion) | THP-1 LPS/ATP IL-1B secretion, AlphaLISA, 16 h; stronger effect = lower value | activity change, % at 57.5 µM | actives 4.7% (n = 360,000); in the data active means activity change below about -50%; inconclusive means mostly about -30% to -49%; further: on the % scale 0 is the no-effect control and ±100 the full control effect
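Secreted IL-1B measured by AlphaLISA bead assay after 16 h compound exposure of THP-1 cells; compounds (final up to 57.5 uM) added 1 h before LPS (250 ng/mL) and ATP (1.25 mM) stimulation; lower signal means less secretion.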
An asterisk follows results filed as active; ? = inconclusive; / = not tested or not shown; [ ] = another dose, or the depositor's remark. Unless noted, the call rests on the fitted dose curve; in most records, active means well fitted curve in the direction sought with a large enough effect; inconclusive means small, poorly fitted or top-dose-only effect, or another doubt; inactive means no such curve, though single readings can be large; an effect the other way counts as inactive or inconclusive. No enrichment for hits; overall some 11% were active at least once.

Order of values – HT1080 IDH1KD tx, DRD3 agonist, HT1080-NT tox, MCF10A rerep, IL-1B inflam inh, KB-V1 MDR tox, KB-3-1 cytotox, SW480 rereplic, HEK293 tox
CCOC(=O)c1c(CN2CCOCC2)n(-c2ccccc2)c2cc(Br)c(OC)cc12
    ?, 1, -17%, 23µM*, 44, 18µM*, ?, ?, ?
CC(C)(CNC(=O)CNC(=O)c1ccccc1F)N1CCOCC1
    3%, -1, 4%, 15%, -2, -4%, 3%, -16%, 0%
CC(C)CC(NC(=O)OCc1ccccc1)C(=O)NC(Cc1ccccc1)C(=O)CCl (stereo not drawn)
    ?, -5, ?, 7.3µM*, -100*, ?, ?, 6.5µM*, ?
NCCCC[C@H](N)c1nnc([C@H](CCC(=O)O)NC(=O)C2CCNCC2)o1
    8%, 1, 6%, -13%, 6, ?, ?, -21%, 3%
CC1CCCN(CCCNC(=O)CCn2nc(-c3ccccc3)ccc2=O)C1 (stereo not drawn)
    6%, 2, 3%, -4%, -12, 6%, 10%, -1%, -5%[1.53 µM]
CCOc1cccc(/C=N/N2C(C)CCCC2C)c1O (stereo not drawn)
    17%, 4, 4%, -8%, 0, 5%, 13%, 3%, -15%
O=C(Cn1[nH]c(=O)c2ccccc2c1=O)NNC(=O)c1ccccc1
    8%, -15, -2%, 1%, 21, 5%, 3%, ?, 1%
CCn1c(N)c(C(=O)NCc2ccco2)sc1=S
    9%, 6, 3%, 7%, ?, 0%, 10%, -12%, -18%
Cc1ccc(OCCNC(=O)c2ccccc2N)cc1
    -8%, -4, 0%, 1%, ?, -15%, 3%, 3%, -6%
CC(=O)Nc1sc(/C(C#N)=C/c2ccc(Cl)c(Cl)c2)nc1-c1ccc(C)cc1
    0%, 9, -1%, 1.8µM*, -6, 2%, -5%, ?, 203%[activator]
OCCNC(=S)Nc1cccc(Cl)c1Cl
    11%, -6, 18%, 10%, /, -4%, 1%, 2%, 22%
Cc1ccc(N(C(=O)Cc2cccs2)C(C(=O)NC2CCCCC2)c2ccccn2)cc1C (stereo not drawn)
    ?, -5, -26%, -4%, -59*, ?, ?, 6%, -4%
O=C(O)CSc1nnc(-c2cccs2)n1-c1ccc(Cl)cc1
    19%, 1, 16%, -3%, -7, 18%, 4%, 4%, -10%
COc1ccccc1C(=O)N(Cc1sccc1C)C1CCS(=O)(=O)C1 (stereo not drawn)
    10%, 4, 10%, 4%, -9, -9%, 9%, 4%, -4%
Cc1c(C)n(C)c2ccc(C(=O)NCCc3ccc(Cl)cc3)cc12
    /, -6, /, /, /, -4%, 4%, /, 1%
C=CC(n1cncn1)C(O)(c1ccccc1)c1ccccc1 (stereo not drawn)
    6%, -29, 0%, 3%, 0, 0%, 4%, -7%, 5%
COc1ccc(-c2nc(SCC(=O)Nc3ccc4c(c3)OCO4)c(-c3ccc(F)cc3)[nH]2)cc1OC
    /, -4, /, /, /, 23%, 2%, /, 0%
C/C(=C\C(=O)c1ccccc1)Nc1ccc(O)cc1
    ?, -8, -3%, 1%, -12, -20%, 7%, -5%, -14%
c1ccc(CCCCNCC2COc3ccccc3O2)cc1 (stereo not drawn)
    15%, -8, 5%, 11%, -29, -6%, -1%, 4%, 6%
COc1cc(NC(=O)C2CCCCN2)ccc1OCC(C)C (stereo not drawn)
    -6%, -2, 0%, 1%, -2, 1%, -15%, 2%[9.22 µM], -14%
CC(C)[C@H](NC(=O)c1cc2cc(Cl)ccc2n1C)C(=O)N1CCC(C(=O)O)CC1
    10%, -13, 8%, 8%, 2, 11%, -3%, -5%, 0%
COc1ccc(CCNC(=O)c2cc(C(C)C)on2)cc1OC
    10%, 1, 7%, 28%, -15, ?, 19%, -7%, -2%
COc1cccc(C(=O)c2c(-c3ccccc3)ncc3cc(OC)c(OC)cc23)c1
    -17%, 7, -5%, 8%, ?, 1%, -20%, 11%, 7%
CC(C)(C)C1CCc2c(sc3c2C(=O)NC(c2ccco2)N3)C1 (stereo not drawn)
    -23%, 3, -15%, -1%, -24, -10%, 9%, 4%, 5%
CN(C1CCCCC1)S(=O)(=O)c1ccc2[nH]c(=O)oc2c1
    -6%, -7, -24%, ?, -4, ?, -5%, ?, 0%
Cc1ccc(Cn2ncc3c(N4CCN(C)CC4)ncnc32)cc1
    -4%, -4, -8%, -1%, 2, ?, 6%, -10%, 6%
COc1ccccc1/C=C1/SC(=S)N(C(C)C(=O)NC2C=CS(=O)(=O)C2)C1=O (stereo not drawn)
    -6%, 2, -14%, -4%, ?, 20%, 6%, -7%, -20%
COc1ccc(Nc2nc(C)nc3c2oc2ccccc23)cc1
    -1%, 5, -1%, 10%, -11, 4%, -4%, 4%, -3%
CCCCCCCCOC(=O)CCc1c(C)[nH]c(=S)[nH]c1=O
    -9%, -8, -4%, ?, -11, -6%, 12%, -3%, 8%
CC1(C)Cc2c(sc3c2c2ncnn2c2nnc(SCC(=O)NCc4ccco4)n32)CO1
    -3%[9.24 µM], 0, -3%, -1%, -6, -17%, ?, -14%, 4%
CCCCCCCCN1C(=O)[C@H](CC(=O)NCc2cccc3ccccc23)C[C@@]2(C(=O)OCC)CCC=C12
    ?, 5, ?, /, ?, ?, -13%, /, -4%
CCOc1ccc2nc(SCC(=O)NCc3ccc4c(c3)OCO4)[nH]c2c1
    -12%, 12, 11%, -4%, 7, -11%, -10%, -3%, -6%
CCOC(=O)C1(C)CCCCN1C(=O)c1ccnc(Cl)c1 (stereo not drawn)
    11%, -9, 21%, /, 0, 1%, 0%, /, 2%
COc1ccc2[nH]c(=O)c(CN(CCO)S(=O)(=O)c3ccc(C)cc3)cc2c1
    1%, 2, -3%, -3%, 0, 10%, 2%, -3%, -14%
O=C(CN1CCCCC1)Nc1ccc(NC(=O)c2ccc(Cl)cc2)cc1Cl
    -1%, 0, -11%, ?, -2, ?, ?, 27%, 9%
COc1ccc(C(=O)NCC(c2ccco2)S(=O)(=O)c2cccs2)cc1OC (stereo not drawn)
    /, -4, /, /, /, -13%, -2%, /, -9%
O=C1CCc2cc(NS(=O)(=O)c3ccc([N+](=O)[O-])cc3)cc3c2N1CCC3
    1%, -3, 3%, 19%, 19, 6%, -2%, -4%, 0%
CC(C)CNC(=O)NC(=O)COC(=O)C1CSC2(c3ccc(F)cc3)CCC(=O)N12 (stereo not drawn)
    9%, -15, -2%, 4%, 15, 28%, 5%, -4%, 1%
COc1ccc(-c2[nH]ncc2[C@@H]2C[C@H]3CN(Cc4ccccc4C)C(=O)[C@]34CCCN24)cc1
    -2%, 1, 1%, 18%, -15, 7%, -1%, -101%[inhibitor], -10%
c1coc(C2OCC3(CO2)COC(c2ccco2)OC3)c1 (stereo not drawn)
    28%, -16, 25%, 1%, 24, 27%, 6%, -4%, -5%
CC(C)(C)n1nnnc1C(c1cccs1)N1CCN(Cc2ccccc2)CC1 (stereo not drawn)
    -19%[9.24 µM], -26, -6%, 22%, -8, -30%, -4%, -3%, 1%
CC(C)n1nccc1NC(=O)COC(=O)c1ccc(NC(N)=O)cc1
    11%, 1, -1%, -1%, -3, 1%, -6%, 0%, -5%
CCn1c(=O)cc(OCC(=O)Nc2ccc(C)cn2)c2ccccc21
    7%, 6, 0%, 21µM*, 27, ?, 10%, 12%, -12%
COc1ccc(CC(=O)NCc2ccc3c(c2)CCN3C(=O)c2cccc(C)c2)cc1
    /, 9, /, /, /, -6%, 6%, /, -9%
C=CCn1c(CCSCc2ccccc2)n[nH]c1=S
    1%, -2, -8%, 3%, 48, ?, -14%, -17%, -11%
CC(=O)c1cc2c(cc1NC(=O)CSc1nnc(C3CC3)n1C)OCO2
    2%, 3, 9%, /, -4, 9%, 1%, /, -5%
Cc1cc(C)cc(NC(=O)CSc2nc3c(oc4ccccc43)c(=O)n2-c2ccccc2)c1
    0%, -6, 12%, 14%, -14, 20%, 1%, 3%, 5%
CN=c1scc(-c2ccccc2F)n1/N=C/c1ccc[nH]1
    ?, -8, ?, ?, ?, -3%, -11%, 23%, -2%
CCn1c(SCC(=O)NC2=NCCS2)nnc1C(C)NC(=O)c1ccccc1F (stereo not drawn)
    16%, -4, 2%, 7%, -6, 8%, 12%, -8%, 7%
CC(O)(CS(=O)(=O)Cc1ccccc1Cl)C(=O)Nc1cccc(C(F)(F)F)c1 (stereo not drawn)
    -30%, 2, ?, -7%, -9, -18%, -18%, -23%, -19%

Single records, from the list above. Values in the order: HT1080 IDH1KD tx | DRD3 agonist | HT1080-NT tox | MCF10A rerep | IL-1B inflam inh | KB-V1 MDR tox | KB-3-1 cytotox | SW480 rereplic | HEK293 tox
Record of CN=c1scc(-c2ccccc2F)n1/N=C/c1ccc[nH]1 → ? | -8 | ? | ? | ? | -3% | -11% | 23% | -2%
Record of CC(C)(C)n1nnnc1C(c1cccs1)N1CCN(Cc2ccccc2)CC1 (stereo not drawn) → -19%[9.24 µM] | -26 | -6% | 22% | -8 | -30% | -4% | -3% | 1%

(list continues)
Order of values – HT1080 IDH1KD tx, DRD3 agonist, HT1080-NT tox, MCF10A rerep, IL-1B inflam inh, KB-V1 MDR tox, KB-3-1 cytotox, SW480 rereplic, HEK293 tox
O=C(CSCc1ccccc1Br)Nc1ccccc1
    10%, 4, 10%, -6%, 32, -6%, 9%, -1%, 8%
O=C(c1cc(-c2ccccc2Cl)nc2ccc(Br)cc12)N1CCN(c2ccccn2)CC1
    -27%, 29, -10%, ?, -29, ?, ?, 28%, -11%
COC(=O)c1cc(C(C)=O)n2ccccc12
    6%, 2, 10%, -1%, -15, 17%, 12%, 2%, 3%
CCCN(CCC)CC(=O)NCC1(c2ccccc2)CCOCC1
    0%, 6, 1%, 2%, 8, 7%, 1%, -5%, -7%
O=C1NCCN(CC2CCN(CCC3CCCC3)CC2)C1=O
    9%, -23, 1%, ?, 24, -7%, -2%, -1%, -7%
COc1ccc(S(=O)(=O)N(C)Cc2ccc3c(c2)OCCO3)cc1
    9%, -4, 0%, -12%, -20, -10%, -10%, -5%, 3%

Screens from PubChem BioAssay.
